MmCpn inh – inhibitors of Methanococcus maripaludis chaperonin (MmCpn); AID 504842; purified Mm-Cpn ATPase, ADP Transcreener TR-FRET; 330,000 compounds, 0.031% hits; Potency, µM (top dose mostly 76.9 µM), without a hit: at the highest dose activity, negative = inhibition, actives largely listed as inhibitors; also: potency is read from the fitted curve at half-maximal effect; % is scaled to controls: 0 for no effect and ±100 for the full control effect; nearly all actives have a fitted effect of over 80% in size
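TR-FRET (320 nm excitation; 590 and 665 nm emission) reports ADP made from 10 uM ATP by 25 nM enzyme; compounds were preincubated 10 min, reaction run 30 min, both at 37°C.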
FUS suppressor – suppressors of FUS proteinopathy in yeast. S. cerevisiae FUS-expressing, growth rescue, OD600, 24 h. 390,000 compounds, 0.24% hits. AID 1347120. Potency, µM (series often up to 76.6 µM), without a hit: top-dose growth rescue (activation), hits mostly activators;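 also: potency is read from the fitted curve at half-maximal effect; plate controls were DMSO vehicle for no effect and reference control for full effect; nearly all actives have a fitted effect of over 55% in size; some results filed as inactive show a strong effect at the top dose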
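Compound concentration series was pinned onto galactose-induced FUS-expressing yeast seeded at OD 0.005. Plates sat 24hr at 30C; absorbance at 600 nm gave growth. DMSO served as background control.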
PTHR1 ag – agonists of human PTHR1 parathyroid hormone receptor; Q03431; HEK293 GP2 PTHR1 cells, GloSensor cAMP luminescence, 1 h; Potency, µM (highest dose often 115 µM), without a hit: top-dose activation, actives largely listed as activators; 410,000 compounds, 0.075% hits; AID 743266; also: potency is read from the fitted curve at half-maximal effect; nearly all actives have a fitted effect of over 55% in size; some results filed as inactive show a strong effect at the top dose; inactives centre near -15; many of its hits are not listed in these tables
Target sequence (Q03431 whole entry, looked up): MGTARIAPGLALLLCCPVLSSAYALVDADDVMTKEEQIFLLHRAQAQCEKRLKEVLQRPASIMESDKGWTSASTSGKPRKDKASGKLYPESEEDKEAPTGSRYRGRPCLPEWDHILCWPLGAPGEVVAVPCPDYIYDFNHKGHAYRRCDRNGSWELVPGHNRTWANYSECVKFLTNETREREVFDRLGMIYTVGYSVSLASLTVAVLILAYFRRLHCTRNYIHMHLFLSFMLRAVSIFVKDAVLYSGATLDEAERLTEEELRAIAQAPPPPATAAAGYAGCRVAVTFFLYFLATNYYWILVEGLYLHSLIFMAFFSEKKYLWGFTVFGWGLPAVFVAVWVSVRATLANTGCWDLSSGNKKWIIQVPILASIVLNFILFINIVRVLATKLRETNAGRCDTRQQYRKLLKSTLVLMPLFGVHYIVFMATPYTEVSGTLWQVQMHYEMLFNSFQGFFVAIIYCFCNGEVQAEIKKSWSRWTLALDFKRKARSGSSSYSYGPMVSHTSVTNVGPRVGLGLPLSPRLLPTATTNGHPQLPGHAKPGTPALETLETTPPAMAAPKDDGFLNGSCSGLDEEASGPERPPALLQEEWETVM
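HEK-293-derived GP2 cells expressing PTHR1 and a GloSensor cAMP reporter, 3,000/well, plated overnight, given luciferin plus IBMX (each 0.5 mM as added) for 1 h at 37 °C, then compound for 1 h at 37 °C. Luminescence was read after 15 min at room temperature.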
pAkt inh – inhibitors of Akt phosphorylation | Neuro2A IGF-stimulated pAkt S473 HTRF, 20 min; stronger effect = lower value | activity change, % for hits at 50 µM | 360,000 compounds, 0.32% hits | AID 651550; in the data active = activity change below about -80%; inconclusive = mostly about -51% to -80%; also: % is scaled to controls: 0 for no effect and ±100 for the full control effect
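Single-point screen (50 µM final compound) in Neuro2A cells stimulated 20 min with 6 nM IGF at 37 deg C. After lysis, Ser473-phosphorylated Akt read by HTRF (ex 330 nm, em 615/665 nm) as the 665/615 ratio.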
TDP-43 yeast inh – inhibitors of TDP-43 toxicity in yeast. AID 652104. 410,000 compounds, 1.8% hits. Potency, µM (series often up to 46.1 µM), for the others: top-dose growth rescue (activation), most hits filed as activators. TDP-43 expressing yeast growth rescue, BacTiter-Glo, 24 h; also: potency is read from the fitted curve at half-maximal effect; % of control where 0% means no effect; nearly all actives have a fitted effect of over 50% in size
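Luminescence from BacTiter-Glo reports growth of TDP-43-expressing yeast after 24 hr at 30 deg C with compound. Cells were raffinose-pregrown to mid-log, then seeded in galactose medium at OD600=0.02.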
GLP1R cytotox – cytotoxicity counter-screen for GLP-1 receptor inverse agonists; HEK293 cAMP-luciferase reporter cells, luminescence, 24 h; Potency, µM (doses to about 38.3 µM), without a hit: at the top dose activity change, negative = inhibition, usual class: inhibitors; 410,000 compounds, 0.13% hits;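 also: loss of luciferase light is scored as toxicity; potency is read from the fitted curve at half-maximal effect; % is scaled to controls: 0 for no effect and ±100 for the full control effect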
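Compound-treated cells are incubated 24 hr at 37 deg C under 5% CO2 after a 12 hour attachment period, then luciferase detection reagent is added and luminescence is measured following 12 min at room temperature; lowered signal indicates toxicity.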
GLP1R inv ag – GLP-1 receptor (human) inverse agonism; P43220; HEK293 GLP-1R CRE-luciferase, luminescence, 24 h; GLP-1R form is constitutively active; Potency, µM (series often up to 38.3 µM), inactives show at the top dose activity change, negative = inhibition, hits mostly inhibitors; 410,000 compounds, 1.6% hits; AID 624417; also: potency is read from the fitted curve at half-maximal effect; % is scaled to controls: 0 for no effect and ±100 for the full control effect; nearly all actives have a fitted effect of over 55% in size
Target sequence (P43220 whole entry, looked up): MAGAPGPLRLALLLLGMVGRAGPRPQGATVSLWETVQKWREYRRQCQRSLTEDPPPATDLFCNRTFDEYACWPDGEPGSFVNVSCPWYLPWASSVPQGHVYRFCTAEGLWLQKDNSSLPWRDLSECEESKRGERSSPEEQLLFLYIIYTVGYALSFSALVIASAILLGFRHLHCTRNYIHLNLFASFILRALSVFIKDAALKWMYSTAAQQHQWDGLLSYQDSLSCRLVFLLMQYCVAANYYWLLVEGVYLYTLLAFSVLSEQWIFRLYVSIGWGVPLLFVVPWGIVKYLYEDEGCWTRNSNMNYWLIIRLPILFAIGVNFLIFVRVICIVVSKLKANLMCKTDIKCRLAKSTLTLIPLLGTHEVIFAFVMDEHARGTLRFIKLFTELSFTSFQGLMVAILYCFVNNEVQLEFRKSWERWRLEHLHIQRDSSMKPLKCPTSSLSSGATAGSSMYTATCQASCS
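Cells are plated, allowed 12 hours at 37 deg C, then treated with compounds for 24 hr before luciferase detection reagent is added and luminescence is read after 12 min at room temperature. The HEK293 line carries constitutively active GLP-1R with a cAMP-responsive reporter.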
Abeta rescue – A-beta toxicity reversal in yeast. AID 1347071. yeast expressing A-beta42, growth rescue, OD600, 48 h; response scale: 0% DMSO, 100% iron-clioquinol control. 410,000 compounds, 0.063% hits. Potency, µM (titrated, usually from 46.1 µM), for the others: at the highest dose growth rescue, most hits filed as activators; also: potency is read from the fitted curve at half-maximal effect; nearly all actives have a fitted effect of over 55% in size
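Yeast A-beta toxicity model in growth medium with pinned compounds, 48 h at 30 C; growth read as absorbance at 600 nm. Normalized to FeCl3/clioquinol equimolar mix (positive) and DMSO (negative).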
aSyn yeast inh – alpha-synuclein toxicity inhibition in yeast | Yeast expressing alpha-synuclein, growth rescue, BacTiter-Glo, 24 h | Potency, µM (doses to about 46.1 µM), for inactives: top-dose growth rescue (activation), actives largely listed as activators | 370,000 compounds, 0.14% hits; also: potency is read from the fitted curve at half-maximal effect; % of control where 0% means no effect; nearly all actives have a fitted effect of over 65% in size
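Galactose-induced alpha-syn yeast (OD600=0.02, raffinose-pregrown) + pinned cpd, 24 hr, 30 deg C; growth by BacTiter-Glo luminescence. Growth restoration scores as activation.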
* hit, by the source's call; i = inactive; ? = inconclusive; · = no result given; & = joins results of further samples; [ ] = remark or other dose. Unless noted, calls follow the shape of the dose curve; as a rule, active = well fitted curve in the direction sought with a large enough effect; inconclusive = small, poorly fitted or top-dose-only effect, or another doubt; inactive = no such curve, though single readings can be large; an effect the other way counts as inactive or inconclusive. An excerpt; count on the stated rates, not on these rows.

Start of the listing, in advance (two entries):
SMILES	MmCpn inh	FUS suppressor	PTHR1 ag	pAkt inh	TDP-43 yeast inh	GLP1R cytotox	GLP1R inv ag	Abeta rescue	aSyn yeast inh
COC(=O)/C=C1/SC(=NC(=O)c2ccc(Cl)cc2)NC1=O	·	43%	i	i	-20%	1%	-7%	5%	0%
CC1(C)CC(=O)C2=C(C1)N(c1ccccc1)C(=O)C(C(=O)OCc1ccccc1)C2 (stereo unspecified)	·	20%	-1%	i	13%	-9%	4%	-4%	5%

The listing, repeating the preview:
SMILES	MmCpn inh	FUS suppressor	PTHR1 ag	pAkt inh	TDP-43 yeast inh	GLP1R cytotox	GLP1R inv ag	Abeta rescue	aSyn yeast inh
COC(=O)/C=C1/SC(=NC(=O)c2ccc(Cl)cc2)NC1=O	·	43%	i	i	-20%	1%	-7%	5%	0%
CC1(C)CC(=O)C2=C(C1)N(c1ccccc1)C(=O)C(C(=O)OCc1ccccc1)C2 (stereo unspecified)	·	20%	-1%	i	13%	-9%	4%	-4%	5%
CCOc1ccc(CNC(=O)c2ccc(NC(=O)N3CCCCc4ccccc43)cc2)cc1	·	28%	-2%	·	19%	6%	3%	0%	·
COc1ccccc1NS(=O)(=O)c1cc(C(=O)NC2CCN(Cc3ccccc3)CC2)ccc1C	·	18%	-29%	i	0%	-38%	?	-5%	1%[1.84 µM]
CN1CCC(N2CCN(C3CN(Cc4ccc(F)cc4)S(=O)(=O)C3)CC2)CC1 (stereo unspecified)	·	-10%	4%	i	18%	0%	-13%	-20%	-10%
C(=N\c1ncnc2sccc12)/NOCc1ccccc1	3%	-9%	-15%	i	?	-2%	12%	-85%[inhibitor]	-26%
COC(=O)c1sc(NC(=O)CSc2nc3nc(C)cc(C)n3n2)c(C(=O)OC)c1C	·	12%	-9%	i	0%	6%	40%[activator]	-3%	-4%
O=C(CNC(=O)c1ccccc1F)c1ccc(Br)cc1	-3%	-6%	-22%	i	0%	-3%	-17%	4%	0%
O=C(Nc1cccc2ncccc12)c1ccccc1Cl	1%	-25%	i	i	12%	4%	-4%	-12%	-3%
N#Cc1c(-c2cccc(Cl)c2)[nH]c(=S)[nH]c1=O	1%	24%	-12%	i	17%	-2%	20%	5%	5%
CCn1c2ccccc2c2cc(N)ccc21	-30%	17%	-16%[57.5 µM]	i	0%	-21%	?	10%	-1%
COc1ccc(CNC(=O)CCCCCn2c(SCC#N)nc3cc4c(cc3c2=O)OCO4)cc1	1%	?	?	i	-24%	2%	-1%	-1%	0%
CCc1cccc2sc(N3CCN(C(=O)C4CC4)CC3)nc12	·	40%	-13%	·	11µM*	2%	-4%	-15%	·
COc1cc(C2C(=O)N(C3CCCCC3)CC(=O)N2C2CCCC2)ccc1OC(C)C (stereo unspecified)	·	-13%	4%	·	-16%	-1%	10%	0%	·
Cc1ccc(/C=C/S(=O)(=O)NCc2ccc(F)cc2)cc1	-1%	-1%	-17%	i	-2%	5%	2%	-14%	2%
C=CCn1c(NC(=O)c2ccccc2)nc2ccccc21	-6%	3%	-59%[inhibitor]	i	18µM*	-12%	?	-5%	2%
CC(C)(NO)/C(=N/O)c1cccs1	-5%	-1%	-8%[57.5 µM]	i	7%	16%	19%	8%	5%
Cc1cc2c(cc(C(=O)OCC(=O)NCc3ccco3)n2C)s1	-8%	27%	-8%[57.5 µM]	i	0%	-22%	0%	-3%	-12%
CCc1nnc(NC(=O)CSc2nnc(-c3ccccc3O)n2-c2ccc(C)cc2)s1	-8%	2%	i	i	-6%	?	?	6%	-8%
Nc1ccc(C(=O)OCC(=O)Nc2cc([N+](=O)[O-])ccc2F)cc1	2%	-2%	-3%	i	-4%	-6%	18%	-24%	6%
CCOCCCN(C(=O)Cn1nnc(-c2ccc(OC)c(OC)c2)n1)C(CC)C(=O)NC1CCCC1 (stereo unspecified)	-10%	14%	1%	i	-1%	0%	20%	-5%	-1%
O=C(c1cc(-c2ccc(O)cc2)on1)N1CCN(c2ccccc2)CC1	2%	35%&45%	-69%&-93%[inhibitor]	i	10µM*	-7%&-29%	?	3%&-19%	10%
CSc1nc(C)nc(N/C=C(\C#N)S(=O)(=O)c2ccccc2Cl)n1	1%	3%	-23%	i	4%	7%	28%	-3%	0%
CN(C)S(=O)(=O)c1cccc(NC(=O)c2cccc(S(=O)(=O)N3CCc4ccccc43)c2)c1	-10%	?	-28%	i	6%	5%	?	-20%	0%
O=C(CCC(=O)N1CCOc2ccc(Cl)cc21)NCCN1CCOCC1	-2%	-16%	i	i	13%	1%	1%	3%	-6%

Compound profiles, from the list above. Screens in order: MmCpn inh | FUS suppressor | PTHR1 ag | pAkt inh | TDP-43 yeast inh | GLP1R cytotox | GLP1R inv ag | Abeta rescue | aSyn yeast inh
CCOCCCN(C(=O)Cn1nnc(-c2ccc(OC)c(OC)c2)n1)C(CC)C(=O)NC1CCCC1 (stereo unspecified) as listed: -10% | 14% | 1% | i | -1% | 0% | 20% | -5% | -1%
COc1ccc(CNC(=O)CCCCCn2c(SCC#N)nc3cc4c(cc3c2=O)OCO4)cc1 as listed: 1% | ? | ? | i | -24% | 2% | -1% | -1% | 0%

Following part:
SMILES	MmCpn inh	FUS suppressor	PTHR1 ag	pAkt inh	TDP-43 yeast inh	GLP1R cytotox	GLP1R inv ag	Abeta rescue	aSyn yeast inh
CNC(=S)N/N=C(\C)c1ccc(C(C)(C)C)cc1	-1%	·	-18%	i	-10%	-1%	4%	10%	-11%
Cc1ccc(NC(=O)CN2CCN(C)CC2)cc1Br	1%	-16%	-3%	i	-37%	-2%	-32%	-24%	-13%
CCOc1ccc(-c2nc(CSCC(=O)NC3CCCc4ccccc43)c(C)o2)cc1 (stereo unspecified)	3%	14%	-29%	i	-26%	-5%	3%	-13%	0%
CCc1ccc(/C=N/NC(=O)c2cc(C3CC3)nc3ccccc23)s1	-1%	-3%	i	i	4%	?	?	14%	3%
Cc1ccc(C)c(NC(=O)CSc2nnc(-c3ccccc3)n2N)c1	1%	-23%	i	i	20%	-10%	-1%	0%	2%
COc1ccc(S(=O)(=O)N2CCCC(C(=O)NCc3ccccn3)C2)cc1 (stereo unspecified)	-3%	-26%	-3%	i	2%	-1%	7%	4%[9.22 µM]	-4%
CN1C(=O)C(O)(CC(=O)c2cccs2)c2ccccc21 (stereo unspecified)	1%	-5%	-23%	i	19%	4%	1%	9%	6%
C=CCn1c(C)csc1=Nc1ccc(C(C)=O)cc1	0%	-21%	-3%	i	24%	7%	?	7%	1%
Cc1oc2c(CN3CCCCC3)c(O)ccc2c(=O)c1-c1ccc(Br)cc1	0%	6%	i	i	-5%	2%	-13%	-9%	2%
Cc1cc(C)cc(N(C(=O)Cn2nnc3ccccc32)C(C(=O)NCc2ccco2)c2ccncc2)c1 (stereo unspecified)	0%	5%	i	i	21%	-7%	-25%	9%	-7%
Cc1nc(N2CCOCC2)nc(Oc2ccccc2F)c1[N+](=O)[O-]	-16%	2%	-16%	i	0%	-14%	16%	9%	4%
Cc1nc2ccccc2c(=O)n1-c1cccc(NC(=O)c2cccs2)c1	-3%	23%	-25%	i	-15%	3%	44%[activator]	-2%	-10%
COC(=O)c1ccccc1NC(=O)COC(C)=O	0%	1%	19%[57.5 µM]	i	20%	0%	5%	-20%	5%
O=C(CSc1nnc(CNC(=O)c2cccs2)o1)Nc1cccc(C(F)(F)F)c1	1%	-4%	i	i	8%	-9%	-2%	1%	5%
Cc1cc(Br)ccc1NC(=O)CN(C)C(=O)c1cccc(S(=O)(=O)N2CCN(C)CC2)c1	·	-7%	-34%[inhibitor]	i	20%	5%	0%	8%	0%
COc1cccc2c(=O)n(CC(=O)Nc3ccccc3)ccc12	-1%	3%	-24%	i	0%	1%	-28%	0%	-1%
Cc1ccc2[nH]c3c(c2c1)CCCC3C(N)=O (stereo unspecified)	-3%	·	i	i	0%	91%[activator]	0%	-9%	-2%
ClC(Cl)c1nnc(-c2ccccc2)c(-c2c[nH]c3ccccc23)n1	2%	·	-20%	i	23%	-18%	?	?	-3%
Cc1cccc(NC(=O)CSc2nnc(C)c(=O)n2N)c1	3%	-9%	i	i	16%	9%	7%	-18%	-8%
CCOC(=O)CNC(=O)CSc1nc(-c2cccc(C)c2)ns1	-8%	12%	-70%	i	?	-4%[0.307 µM]	5%[0.307 µM]	16%	-8%
CCOC(=O)c1cc2c(=O)n3ccccc3nc2n(Cc2ccco2)c1=NC(=O)c1ccc(C(C)(C)C)cc1	·	10%	i	·	17%	59%[activator]	16%	-8%	·

Shown with two lines to a compound: part of the list above.
Screens in order – MmCpn inh	FUS suppressor	PTHR1 ag	pAkt inh	TDP-43 yeast inh	GLP1R cytotox	GLP1R inv ag	Abeta rescue	aSyn yeast inh
Cc1nc2ccccc2c(=O)n1-c1cccc(NC(=O)c2cccs2)c1
    -3%	23%	-25%	i	-15%	3%	44%[activator]	-2%	-10%
COC(=O)c1ccccc1NC(=O)COC(C)=O
    0%	1%	19%[57.5 µM]	i	20%	0%	5%	-20%	5%
O=C(CSc1nnc(CNC(=O)c2cccs2)o1)Nc1cccc(C(F)(F)F)c1
    1%	-4%	i	i	8%	-9%	-2%	1%	5%
Cc1cc(Br)ccc1NC(=O)CN(C)C(=O)c1cccc(S(=O)(=O)N2CCN(C)CC2)c1
    ·	-7%	-34%[inhibitor]	i	20%	5%	0%	8%	0%

Source: PubChem
